Bioassay records: PubChem, National Center for Advancing Translational Sciences (NCATS)
POLH inh – inhibitors of human DNA polymerase eta; Q9Y253; recombinant Pol eta, fluorescent DNA replication assay; Potency, µM (series often up to 114 µM), without a hit: top-dose activity change, negative = inhibition, most hits filed as inhibitors; 390,000 tested, 1.2% active; AID 588591; further: potency means the concentration at half of the fitted maximal effect; on the % scale 0 is the no-effect control and ±100 the full control effect
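Pol eta at 10 nM preincubated with compounds 15 min at room temperature; reaction started with fluorescent substrate (50 nM final) and read kinetically at 0 and 10 min.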
APE1 inh – APE1 (human) endonuclease inhibition. P27695. recombinant APE1, TAMRA/BHQ-2 abasic DNA cleavage fluorescence. Potency, µM (highest dose often 65.8 µM), for the others: at the top dose activity change, negative = inhibition, usual class: inhibitors. 350,000 tested, 0.35% active;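 further: potency means the concentration at half of the fitted maximal effect; plate controls were vehicle for no effect and reference inhibitor for full effect; nearly all actives have a fitted effect of over 55% in size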
Target sequence (P27695 whole entry, looked up): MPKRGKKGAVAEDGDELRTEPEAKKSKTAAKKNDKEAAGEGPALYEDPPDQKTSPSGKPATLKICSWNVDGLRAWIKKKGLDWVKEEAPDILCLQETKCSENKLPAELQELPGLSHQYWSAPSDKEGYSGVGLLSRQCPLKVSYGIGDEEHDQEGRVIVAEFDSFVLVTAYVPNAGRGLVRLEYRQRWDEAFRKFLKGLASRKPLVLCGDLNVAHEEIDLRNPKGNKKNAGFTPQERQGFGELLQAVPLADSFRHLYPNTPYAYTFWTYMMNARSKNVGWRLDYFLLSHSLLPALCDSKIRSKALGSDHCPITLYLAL
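Endonuclease cleavage of a quenched abasic-site DNA duplex (50 nM) by APE1 (0.75 nM) was tracked by TAMRA dequenching. Compounds were preincubated with enzyme 15 min at room temperature; data normalized to buffer-only and DMSO wells plus NSC13755 control.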
POLK inh – blocks human DNA polymerase kappa activity | Q9UBT6 | purified Pol kappa, fluorescent DNA synthesis assay, 10 min | Potency, µM (highest dose often 107 µM), without a hit: at the highest dose activity, negative = inhibition, hits mostly inhibitors | 400,000 tested, 0.53% active; further: potency means the concentration at half of the fitted maximal effect; on the % scale 0 is the no-effect control and ±100 the full control effect
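Kinetic fluorescence readout at 0 and 10 min followed reaction start with substrate at 50 nM final. Beforehand, enzyme (10 nM Pol kappa) stood 15 min with compound at room temperature; buffer-only wells were negative controls.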
POLI inh – DNA polymerase iota (human) inhibition; Q9UNA4; Pol iota fluorescent replication assay, 10 min; Potency, µM (highest dose often 115 µM), without a hit: at the top dose activity, negative = inhibition, hits mostly inhibitors; 390,000 tested, 1% active; further: potency means the concentration at half of the fitted maximal effect
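Fluorescent replication assay read twice, at 0 min and 10 min after adding 50 nM (final) substrate. Enzyme (10 nM) and compounds were first incubated 15 min at room temperature; enzyme-free buffer wells were negative controls.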
Tb PGK inh – blocks T. brucei phosphoglycerate kinase; P07378; Potency, µM (series often up to 57.5 µM), for inactives: top-dose activity change, negative = inhibition, most hits filed as inhibitors; 380,000 tested, 0.043% active; AID 602233; PGK/GAPDH coupled, Kinase-Glo luminescence, 60 min; further: potency means the concentration at half of the fitted maximal effect; on the % scale 0 is the no-effect control and ±100 the full control effect; nearly all actives have a fitted effect of over 60% in size
Target sequence (P07378 whole entry, looked up): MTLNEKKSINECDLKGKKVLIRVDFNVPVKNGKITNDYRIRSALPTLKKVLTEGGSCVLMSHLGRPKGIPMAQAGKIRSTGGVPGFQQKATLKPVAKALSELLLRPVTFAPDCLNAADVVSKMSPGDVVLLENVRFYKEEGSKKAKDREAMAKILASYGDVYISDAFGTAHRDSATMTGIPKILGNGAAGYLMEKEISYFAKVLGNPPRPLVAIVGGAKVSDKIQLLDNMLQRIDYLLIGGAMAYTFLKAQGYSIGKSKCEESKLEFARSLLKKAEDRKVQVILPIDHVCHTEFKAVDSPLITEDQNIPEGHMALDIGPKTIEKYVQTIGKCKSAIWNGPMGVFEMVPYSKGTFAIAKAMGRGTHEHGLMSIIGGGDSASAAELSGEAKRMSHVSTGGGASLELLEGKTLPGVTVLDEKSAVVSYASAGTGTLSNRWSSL
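Luminescent ATP detection (Kinase-Glo Plus) follows a 60-minute room-temperature incubation, with wells lacking PGK as controls. Buffer: 100 mM TEA (pH 7.6), 5 mM MgCl2, 0.01% Tween-20. Coupling enzyme GAPDH (100 nM final) supplies unstable 1,3-BPG in-well.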
Apoferritin bind – binds horse apoferritin like a general anesthetic | P02791 | apoferritin/1-aminoanthracene competitive binding, fluorescence | Potency, µM (doses to about 77.5 µM), for the others: top-dose activity change, negative = displacement, usual class: inhibitors | 350,000 tested, 0.074% active; further: potency means the concentration at half of the fitted maximal effect; on the % scale 0 is the no-effect control and ±100 the full control effect; nearly all actives have a fitted effect of over 20% in size
Target sequence (P02791 2-175 limits assumed): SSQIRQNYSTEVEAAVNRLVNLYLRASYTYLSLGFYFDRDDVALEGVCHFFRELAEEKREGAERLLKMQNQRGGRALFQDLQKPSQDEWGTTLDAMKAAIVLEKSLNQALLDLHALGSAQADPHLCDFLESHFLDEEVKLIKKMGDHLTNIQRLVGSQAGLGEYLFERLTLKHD
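Horse-spleen apoferritin (10 uM) in 50% saturated 1-aminoanthracene in PBS was incubated 10 min at room temperature with compound. Fluorescence (ex 380, em 535 nm) was normalized to free and bound 1-AMA, with concentration-response fitted by a four-parameter Hill equation.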
BLM helicase inh – inhibitors of human Bloom syndrome helicase BLM; P54132; 350,000 tested, 0.2% active; recombinant BLM DNA unwinding, fluorescence dequenching; AID 2528; Potency, µM (doses to about 56.1 µM), inactives show at the top dose activity change, negative = inhibition, hits mostly inhibitors;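 further: potency means the concentration at half of the fitted maximal effect; plate controls were vehicle for no effect and no enzyme for full effect; nearly all actives have a fitted effect of over 35% in size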
Pol beta inh – blocks human DNA polymerase beta activity; Potency, µM (titrated, usually from 114 µM), for the others: at the highest dose activity change, negative = inhibition, usual class: inhibitors; Pol beta primer extension/strand displacement, fluorescence kinetic; 340,000 tested, 1.3% active; further: potency means the concentration at half of the fitted maximal effect; on the % scale 0 is the no-effect control and ±100 the full control effect
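Pol beta (10 nM) was preincubated with compound for 15 min at room temperature. The reaction was then started with 50 nM substrate and read immediately and after a further 10 min at room temperature.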
RXFP1 antagonist – RXFP1 (human) relaxin receptor antagonism. 350,000 tested, 0.59% active. activity change, negative = inhibition, % at 57.5 µM. Q9HBX9. HEK293-RXFP1, relaxin-stimulated cAMP HTRF, 30 min; stronger effect = lower value. AID 1259400;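 active means activity change of -60% or lower, but not beyond a set lower limit; inconclusive means change between -60% and -40%, or beyond the set limit; inactive means change above -40%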; further: on the % scale 0 is the no-effect control and ±100 the full control effect
An asterisk follows results filed as active; i = inactive; u = inconclusive; x = not tested or not shown; & = joins results of further samples; [ ] = another dose, or the depositor's remark. Unless noted, the call rests on the fitted dose curve; in most records, active means well fitted curve in the direction sought with a large enough effect; inconclusive means small, poorly fitted or top-dose-only effect, or another doubt; inactive means no such curve, though single readings can be large; an effect the other way counts as inactive or inconclusive. The list is partial; the hit share may differ from the screen's.

Molecule	POLH inh	APE1 inh	POLK inh	POLI inh	Tb PGK inh	Apoferritin bind	BLM helicase inh	Pol beta inh	RXFP1 antagonist
CCCN(CC(=O)Nc1ccccc1C)C(=O)c1ccc(Cl)c(S(=O)(=O)N2CCCC2)c1	-3.2%	-10.1%	-8.9%	22.9%	2.7%	x	x	x	1.8
CC(C)Oc1ccc(CCNC(=O)CC2C(=O)NCCN2C)cc1 (stereo not drawn)	-16.8%	1.4%	-4.0%	65.7%[activator]	10.5%	3.0%	-3.1%	-1.2%	11.1
CC(C)CCNC(=O)c1ccc(Cl)c(NC(=O)c2ccccc2F)c1	x	2.5%	x	x	x	-12.0%	3.3%	-1.7%	x
Cc1cc(C(=O)OCC(=O)N(C)c2ccccc2)c(C)o1	-3.7%	-4.4%	-3.4%	-6.4%	-4.9%	x	x	x	0.0
O=C(NCCc1ccc(Cl)cc1)c1ccc(CS(=O)(=O)Cc2ccc(Cl)cc2)o1	16.6%	x	-6.4%[60.1 µM]	u	-5.1%	-1.0%	-0.7%	-0.8%	-13.5
COc1ccc(-c2sc3ccc(OC)cc3c2C#Cc2ccccn2)cc1	-23.1%	-10.3%	4.7%	33.9%[activator]	-3.7%	x	x	x	x
O=C(NCCCc1nc2ccccc2[nH]1)c1ccc(F)cc1	-2.4%	-6.7%	-5.7%	-13.4%	i	-5.8%	-3.6%	45.6%[activator]	-9.0
COc1ccccc1NS(=O)(=O)c1cc(NC(=O)CNC(=O)c2ccc(C)s2)ccc1Cl	u	u	-27.8%	79.4µM*	-2.4%	-11.3%	-9.4%	18.7%	-2.4
COc1cc(OC)nc(Oc2ccccc2C=O)n1	-18.1%	x	-11.5%	-18.4%	-1.2%	x	x	x	-6.9
Cc1cccc(-c2[nH]c(C(C)(C)C)nc2-c2ccc3c(c2)OCO3)n1	x	-3.4%	-1.5%[60.1 µM]	x	x	6.9%	1.6%	x	x
CCC(NC(=O)c1cncc(Br)c1)c1ccccc1 (stereo not drawn)	-6.3%	x	-3.3%	23.1%	-8.9%	x	x	x	-3.6
Cc1nc([N+](=O)[O-])cn1CC(O)c1ccc(F)cc1 (stereo not drawn)	-1.4%	0.1%	-1.5%	13.9%	i	4.3%	-1.8%	1.3%	-15.9
CC(=O)Nn1c(C)nnc1-n1nc(C)cc1C	5.5%	-1.8%	1.6%	-4.9%	-7.6%	1.1%	-0.5%	-6.1%	-4.3
COc1ccc(CCNC(=O)CCn2c(=O)oc3ccccc32)cc1	-10.6%	-0.7%	1.5%	3.1%	0.7%	-1.4%	-2.1%	-18.9%	7.7
O=C(Nc1ccc2c(c1)OCCO2)c1c[nH]c(=O)n(-c2ccc(F)c(Cl)c2)c1=O	-18.0%	3.7%	-8.5%	10.1%	-5.7%	-13.1%	-4.2%	0.6%	-13.2
CCCCNc1ccccc1C(=O)OCC(=O)Nc1ccc(S(N)(=O)=O)cc1	-11.5%	-11.9%	3.3%	-17.0%	-6.8%	444.7%[activator]	-7.2%	-18.5%	-11.3
CC1CCC(NC(=O)CN2CCCN(Cc3ccc(F)cc3Cl)C2=O)CC1 (stereo not drawn)	7.0%	-1.8%	-3.1%	2.9%	-0.6%	-14.4%	-0.3%	28.6%	-2.6
Cc1ccc(NC(=O)c2ccc(=O)[nH]c2)cc1S(=O)(=O)N1CCCCC1	-11.2%	3.4%	-13.4%	2.7%	-4.1%	0.3%	0.6%	2.9%	-0.8
COc1ccc2nc(SCC(=O)NCc3ccc(S(N)(=O)=O)cc3)[nH]c2c1	-9.8%	6.3%	3.8%	u	-7.5%	-0.1%	-0.9%	36.4%	-7.8
CCN1C(=O)Nc2cccc3cccc1c23	-8.6%	x	-18.2%	61.0%[activator]	2.7%	x	x	x	-2.3
Cc1ccccc1-c1ccc(=O)n(CC(=O)Nc2ccc(-n3cnnn3)cc2)n1	8.7%	-0.8%	-17.8%	11.8%	3.4%	-12.4%	-4.0%	-20.6%	6.9
CSc1ccc(CCNC(=O)CCCn2nc(C)c3sc4ccccc4c3c2=O)cc1	-7.3%	x	-2.3%	34.4%[activator]	-5.9%	82.9%[activator]	-4.7%	-0.5%	-18.9
COC(=O)CSc1nnc(-c2ccncc2)o1	-10.3%	16.5%	4.7%	-3.8%	i	0.2%	-1.0%	18.4%	-11.1
CC1=C(C(=O)OC2CCCCC2)C(c2ccc(O)cc2)NC(=O)N1 (stereo not drawn)	-4.6%	5.8%	-8.6%	0.9%	-4.6%	-8.7%	-0.6%	-0.6%	-2.2
Cc1cccc(NC2=NCC(=O)N2CCc2ccccc2)c1	-8.2%	3.9%	3.7%	u	-0.3%	-9.7%	-0.1%	21.7%	-3.8
COc1cccc(-c2cc(C(=O)Nc3ccn(Cc4ccc(C)cc4)n3)no2)c1	11.5%&-20.7%	-7.1%	-5.4%&-10.5%	-17.0%&4.3%	4.2%&-0.8%	-7.9%&-16.8%	-12.8%&-3.9%	-4.7%&-22.8%	-2.9&-5.6
O=C(NC(=S)Nc1ccc2c(c1)OCO2)c1ccccc1	-19.2%	-0.7%	-2.1%	-0.6%	6.2%	-23.2%	-1.7%	-7.1%	-12.3
CCOC(=O)C1CCN(C(C(=O)NC2CCCCC2)c2ccc(OC)cc2)CC1 (stereo not drawn)	-5.3%	-5.1%	3.6%	u	-3.9%	-1.0%	-2.0%	-20.5%	0.0
CC(SCc1ccccc1)C(=O)Nc1ccccc1-c1ccccc1 (stereo not drawn)	-18.4%	5.0%	-2.4%	-10.3%	i	-18.4%	-10.3%	-13.6%	-7.7
CSc1nnc2c(n1)OC(c1ccc(C(=O)O)cc1)N(C(C)=O)c1ccccc1-2 (stereo not drawn)	-9.7%	3.0%	17.2%	7.1%	-6.5%	4.4%	2.0%	8.1%	-16.0
CC1(C)CC(O)CC(C)(C)N1CC(O)COCCOc1ccc(Br)cc1 (stereo not drawn)	1.6%	1.8%	-2.0%	12.2%	-3.3%	-12.5%	-2.3%	9.9%	25.0
CCOc1ccc(S(=O)(=O)N2CCCC(C(=O)NCc3ccccn3)C2)cc1C (stereo not drawn)	11.2%	-0.8%	-7.6%	-1.4%	2.1%	-12.0%	-1.6%	5.2%	-37.3
O=C1CCCC2=C1C(c1cccc(O)c1)c1c(ccc3ncccc13)N2 (stereo not drawn)	-8.6%	-3.7%	-1.2%	67.6%[activator]	-9.3%	-5.7%	-4.3%	-8.4%	-1.0
COC(=O)C1=C(C)N(CCc2ccccc2)C(=O)C1	3.7%	13.4%	-1.6%	1.2%	5.5%	-23.4%	-12.5%	3.1%	3.4
CCC1(CC)NC(=O)N(CC(=O)OCC(=O)NC(=O)c2ccc(Cl)cc2)C1=O	-9.6%	-9.4%	14.6%	63.0%[activator]	i	-6.7%	1.7%	-11.4%	-15.9
O=C(O)c1cc2c(cc1NC(=O)c1ccccc1C(F)(F)F)OCCCO2	-3.9%	24.5%	-17.5%	24.9%	-7.7%	-2.9%	-2.8%	13.4%	0.5

Three structures from above, sorted by heavy-atom count, falling.
Molecule	POLH inh	APE1 inh	POLK inh	POLI inh	Tb PGK inh	Apoferritin bind	BLM helicase inh	Pol beta inh	RXFP1 antagonist
CCCN(CC(=O)Nc1ccccc1C)C(=O)c1ccc(Cl)c(S(=O)(=O)N2CCCC2)c1	-3.2%	-10.1%	-8.9%	22.9%	2.7%	x	x	x	1.8
Cc1cccc(NC2=NCC(=O)N2CCc2ccccc2)c1	-8.2%	3.9%	3.7%	u	-0.3%	-9.7%	-0.1%	21.7%	-3.8
CCC(NC(=O)c1cncc(Br)c1)c1ccccc1 (stereo not drawn)	-6.3%	x	-3.3%	23.1%	-8.9%	x	x	x	-3.6

The results go on.
Molecule	POLH inh	APE1 inh	POLK inh	POLI inh	Tb PGK inh	Apoferritin bind	BLM helicase inh	Pol beta inh	RXFP1 antagonist
Cc1cccc(-n2c(=O)[nH]c3c(C(N)=O)nc(C(C)C)nc32)c1	-14.4%	2.8%	-6.4%	-25.4%	x	0.4%	-2.6%	-29.3%	2.9
Cc1ccc(NC(=O)C2CCCN(S(=O)(=O)c3ccc(-n4cnnn4)cc3)C2)cc1 (stereo not drawn)	-4.2%	-11.1%	-9.6%	96.1%[activator]	-4.6%	-1.2%	-3.1%	60.4%	-1.4
CC1CN(C(=O)/C=C/c2ccc3c(c2)OCO3)CC(C)O1 (stereo not drawn)	-5.4%	-1.6%	0.0%	20.1%	-9.6%	-8.8%	-1.0%	-20.1%	-2.4
NC(CCC(=O)NC(CS)C(=O)NCC(=O)O)C(=O)O (stereo not drawn)	-7.6%	x	-20.7%	23.0%	-5.1%	x	x	x	x
CCc1ccc(NC(=O)CSc2nc(=O)n(Cc3ccco3)c3c2CCC3)cc1	-20.7%	x	2.3%[60.1 µM]	-2.2%	i	u	-4.3%	-3.4%	-9.4
O=C(Nc1ccc(N2CCOCC2)cc1)C1CCCCN1S(=O)(=O)c1ccccc1 (stereo not drawn)	-21.8%	1.2%	4.7%	27.5%	-0.7%	2.5%	-0.8%	8.1%	4.9
CCOc1cc(C2NC(=S)NC(C)=C2C(=O)Nc2ccc(OC)cc2)ccc1O (stereo not drawn)	-8.1%	1.9%	-5.2%	-0.9%	0.9%	-1.0%	-0.6%	3.3%	x
CC1CC=CC2C1C(=O)N(Cc1ccccc1)C2c1ccc(F)c(Br)c1 (stereo not drawn)	x	-6.4%	-4.0%	-0.7%	x	-0.9%	-10.7%	x	x
CN(C)C(=O)C[n+]1ccc(/C=N/O)cc1	0.1%	1.6%	-16.2%	66.8%[activator]	1.1%	3.7%	-2.9%	21.4%	-4.3
COc1cccc(CN2CCCC(C(=O)c3ccc4c(c3)OCO4)C2)c1O (stereo not drawn)	-22.7%	3.3%	0.6%	4.9%	-9.0%	u	-7.7%	35.4%	-1.0
